LmPK inhibitor = LmPK (Leishmania mexicana) enzyme inhibition; AID 1721; Q27686; 290,000 tested, 0.37% active; purified LmPK, Kinase-Glo ATP luminescence, 1 h; Potency, µM (doses to about 57.5 µM), for inactives: at the top dose activity change, negative = inhibition, actives largely listed as inhibitors; further: potency means the concentration at half of the fitted maximal effect
Target sequence (Q27686 whole entry, looked up): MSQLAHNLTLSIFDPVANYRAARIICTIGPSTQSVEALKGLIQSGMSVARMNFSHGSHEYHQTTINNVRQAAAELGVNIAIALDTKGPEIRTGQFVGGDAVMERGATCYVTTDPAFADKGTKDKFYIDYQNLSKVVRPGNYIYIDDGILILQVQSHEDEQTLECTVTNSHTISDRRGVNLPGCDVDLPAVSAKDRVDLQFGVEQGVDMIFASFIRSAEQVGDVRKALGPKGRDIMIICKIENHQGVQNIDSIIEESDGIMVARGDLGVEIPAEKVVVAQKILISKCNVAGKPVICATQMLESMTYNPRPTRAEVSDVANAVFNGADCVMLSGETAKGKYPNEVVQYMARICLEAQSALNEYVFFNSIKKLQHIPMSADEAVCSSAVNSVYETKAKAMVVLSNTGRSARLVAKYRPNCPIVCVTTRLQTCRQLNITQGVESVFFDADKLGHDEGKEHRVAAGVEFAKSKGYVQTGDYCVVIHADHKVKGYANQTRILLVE
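Kinase-Glo luminescence read after 1 h RT reaction of 0.1 nM LmPK with 0.5 mM PEP and 0.1 mM ADP. Activity scaled between uninhibited and enzyme-free controls.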
TbPYK inhibitor = blocks Trypanosoma brucei pyruvate kinase. TbPYK enzyme, Kinase-Glo Plus ATP luminescence, 45 min. AID 624173. 410,000 tested, 0.12% active. Q57TT1. Potency, µM (series often up to 76.8 µM), for the others: at the highest dose activity, negative = inhibition, hits mostly inhibitors; further: potency means the concentration at half of the fitted maximal effect; nearly all actives have a fitted effect of over 50% in size
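ADP (130 uM final) triggers the TbPYK reaction after compound addition; incubation is 45 min at room temperature. Kinase-Glo Plus is then added and luminescence imaged. Normalized data are fitted to concentration-effect curves.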
AmpC inh detg = inhibitors of E. coli AmpC beta-lactamase with detergent; P00811; AmpC hydrolysis of nitrocefin, absorbance 480 nm, 0.01% Triton; Potency, µM (highest dose often 114 µM), inactives show at the top dose activity change, negative = inhibition, actives largely listed as inhibitors; 370,000 tested, 0.041% active;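 further: potency means the concentration at half of the fitted maximal effect; 0% = no-compound wells and -100% = no-enzyme wells; nearly all actives have a fitted effect of over 25% in size; some results filed as inactive show a strong effect at the top dose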
Target sequence (P00811 whole entry, looked up): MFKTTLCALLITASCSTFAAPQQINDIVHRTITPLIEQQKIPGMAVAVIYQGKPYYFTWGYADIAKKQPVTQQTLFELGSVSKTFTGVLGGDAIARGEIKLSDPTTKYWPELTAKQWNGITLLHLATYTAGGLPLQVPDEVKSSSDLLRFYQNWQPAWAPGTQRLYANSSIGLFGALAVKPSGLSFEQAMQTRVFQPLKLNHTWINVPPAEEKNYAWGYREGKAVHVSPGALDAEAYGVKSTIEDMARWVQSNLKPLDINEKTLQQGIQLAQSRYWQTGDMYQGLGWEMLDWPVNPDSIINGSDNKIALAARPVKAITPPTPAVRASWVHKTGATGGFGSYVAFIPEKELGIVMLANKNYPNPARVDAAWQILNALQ
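AmpC (5.3 nM in the dispensed reagent) in 20 mM phosphate pH 7.0 with 0.01% (detergent screen) or 0.0001% Triton X-100 was preincubated with compounds for 15 min at room temperature. Nitrocefin was then added from an 800 uM solution, and hydrolysis was followed at 480 nm.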
AMA1 RON2 block = AMA1-RON2 (P. falciparum) interaction inhibition; AlphaScreen AMA1-biotinylated RON2 peptide binding; AID 720542; 360,000 tested, 0.2% active; Potency, µM (doses to about 58.2 µM), for the others: top-dose activity change, negative = inhibition, usual class: inhibitors;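 further: potency means the concentration at half of the fitted maximal effect; 0% = vehicle wells and -100% = peptide control; nearly all actives have a fitted effect of over 45% in size; some results filed as inactive show a strong effect at the top dose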
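AMA1 (3D7) with his tag at 25 nM final met compounds first, then biotinylated RON2 peptide at 25 nM; detection used donor plus acceptor beads, 10 µg/mL apiece, read by AlphaScreen after 30 min at room temperature.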
AmpC inh no detg = inhibitors of E. coli AmpC beta-lactamase without detergent. AID 485341. Potency, µM (doses to about 57.1 µM), for the others: at the top dose activity change, negative = inhibition, actives largely listed as inhibitors. AmpC nitrocefin hydrolysis, absorbance 480 nm, 0.0001% Triton. P00811. 330,000 tested, 0.52% active;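 further: potency means the concentration at half of the fitted maximal effect; plate controls were no compound for no effect and no enzyme for full effect; nearly all actives have a fitted effect of over 20% in size; some results filed as inactive show a strong effect at the top dose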
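AmpC (5.3 nM in the dispensed reagent) in 20 mM phosphate pH 7.0 with 0.01% (detergent screen) or 0.0001% Triton X-100 was preincubated with compounds for 15 min at room temperature. Nitrocefin was then added from an 800 uM solution, and hydrolysis was followed at 480 nm.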
Sm TGR inh = blocks Schistosoma mansoni thioredoxin glutathione reductase; purified TGR, DTNB reduction, TNB absorbance 405 nm; 360,000 tested, 3% active; Potency, µM (doses to about 114 µM), for the others: at the highest dose activity change, negative = inhibition, usual class: inhibitors; AID 485364; Q962Y6; further: potency means the concentration at half of the fitted maximal effect; nearly all actives have a fitted effect of over 60% in size
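First, TGR (20 nM dispensed) and NADPH were mixed with compound. Second, a 15 min room-temperature incubation followed. Third, further NADPH and then DTNB were added to start the reaction. Finally, TNB absorbance was monitored kinetically.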
HCMV antiviral = blocks human cytomegalovirus replication. HFF cells, HCMV-luciferase reporter, 72 h; hits give low values. activity change, negative = inhibition, % at 57.5 µM. 410,000 tested, 4.5% active. AID 1259415; in the data active means activity change below about -60%; inconclusive means no clear call, values can overlap the other calls; inactive means above about -39%
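HFF cells seeded 16 h at 37C, treated with compounds, infected with luciferase-reporter HCMV at MOI 1 PFU/cell; luciferase read at 72 h post infection, normalized to buffer-only and Salinomycin controls.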
Numbers without * were called inactive; ? = inconclusive; nt = no result given; [ ] = another dose, or the depositor's remark. Unless noted, the call rests on the fitted dose curve; in most records, active means well fitted curve in the direction sought with a large enough effect; inconclusive means small, poorly fitted or top-dose-only effect, or another doubt; inactive means no such curve, though single readings can be large; an effect the other way counts as inactive or inconclusive. Unless noted, on the % scale 0 is the no-effect control and ±100 the full control effect.

SMILES	LmPK inhibitor	TbPYK inhibitor	AmpC inh detg	AMA1 RON2 block	AmpC inh no detg	Sm TGR inh	HCMV antiviral
Cc1ccc(S(=O)(=O)c2cnc(SCC(=O)Nc3ccc4c(c3)OCCO4)[nH]c2=O)cc1	nt	1%	18%	nt	nt	5%	10
Cc1noc(C)c1NC(=O)Nc1ccc2c(c1)C(=O)N([C@H](C)CO)C[C@H](C)[C@@H](CN(C)S(=O)(=O)c1c(C)noc1C)O2	nt	5%	nt	18%	54%	nt	32
NS(=O)(=O)c1cccc(NC(=O)COC(=O)CNC(=O)c2ccc(-c3ccccc3)cc2)c1	nt	-6%	3%	-8%	-27%	-9%	-17
Cc1c(C)c2c(OCC(=O)N3CCC[C@H]3C(=O)O)cc3c(c2oc1=O)CCC(C)(C)O3	0%	1%	?	2%	5%	-10%	-7
COc1ccc(OCCCC(=O)NNC(=O)CCN2CCN(c3ccccc3)CC2)cc1	-1%	6%	-2%	42%[activator]	52%	-24%	-1
O=C(NC(=S)Nc1ccc2[nH]c(=O)[nH]c2c1)c1ccccc1Cl	-7%	3%	-2%	12%	-16%	-33%	14
N/C(=N\OC(=O)c1cccs1)c1ccccc1	13µM*	?	?	8%	-24%	-1%	34
COC(=O)c1c(C)[nH]c(C)c1-c1cccc([N+](=O)[O-])c1	0%	6%	2%	-24%	-19%	5%	-18
COC(=O)CNC(=O)/C=C/c1cc(Br)ccc1OC	-1%	-2%	-2%	-3%	-10%	-1%	-17
COC(=O)c1ccc2c(c1)C(C)(C)C(/C=C/c1ccc(OC)c(OC)c1OC)=[N+]2C	2%	-14%	?	-5%	31%	-48%	-105*
CC(=O)N1c2ccc(N=Cc3cc(Br)cc(Br)c3O)cc2CC1C (stereo not given)	0%	nt	-4%	nt	-19%	-7%	nt
COc1ccc(C=O)cc1C1=CC(=O)C[C@H](c2ccc(Cl)cc2)C1	nt	-4%	2%	-6%	-14%	0%	11
CC(C)CCNC(=O)C(C)N(C(=O)c1snc(C(N)=O)c1N)c1cnc2ccccc2c1 (stereo not given)	3%[11.5 µM]	2%	0%	16%	82%[activator]	14%	-12
O=[N+]([O-])c1cc(F)c(N2CCCCC2)cc1N1CCOCC1	0%	1%	0%	-13%	19%	-2%	-29
CCCCNC(=S)Nc1ccc2nc3n(c(=O)c2c1)CCCCC3	-1%	-10%	-10%	21%	-9%	-35%	-40
O=c1cc2c(nn1Cc1ccccc1Cl)-c1ccccc1CC2	5%	0%	-3%	-15%	10%	0%	-18
O=[N+]([O-])c1ccc([N+](=O)[O-])c(Nc2ccc(N3CCOCC3)cc2)c1	-2%	0%	?	-14%	-10%	?	13
CCc1ccc(S(=O)(=O)Nc2ccc(-c3ccc4nnc(C)n4n3)cc2)s1	nt	1%	-2%	-5%	56%	1%	77
CN(C)C(CNC(=O)CCS(=O)(=O)c1ccccc1)c1ccccc1 (stereo not given)	1%	-7%	-9%	3%	-5%	0%	122
O=Cc1cn(CCCOc2ccccc2)c2ccccc12	0%	6%	-2%	3%[11.6 µM]	-6%	7%	79
CCCCCC(=O)Nc1nc(C)c(-c2csc(Nc3ccc(Cl)cc3)n2)s1	-3%	-5%	-2%	11%	-32%	6%	?
O=C(O)CC(NC(=O)OCc1ccccc1)c1ccccc1 (stereo not given)	-1%	-5%	?	-3%	-18%	2%	47
O=C(Nc1ccc2c(c1)[C@@H]1C[C@@H](CC(=O)N3CCCCC3)O[C@@H](CO)[C@@H]1O2)NC1CCCCC1	nt	2%	nt	5%	nt	nt	-24
O=C(Cc1ccccc1)N(c1ccc(F)cc1)C1C=CS(=O)(=O)C1 (stereo not given)	1%	6%	0%	8%	?	3%	28

Random excerpt: 5 entries already listed.
SMILES	LmPK inhibitor	TbPYK inhibitor	AmpC inh detg	AMA1 RON2 block	AmpC inh no detg	Sm TGR inh	HCMV antiviral
CCCCNC(=S)Nc1ccc2nc3n(c(=O)c2c1)CCCCC3	-1%	-10%	-10%	21%	-9%	-35%	-40
O=C(Cc1ccccc1)N(c1ccc(F)cc1)C1C=CS(=O)(=O)C1 (stereo not given)	1%	6%	0%	8%	?	3%	28
CN(C)C(CNC(=O)CCS(=O)(=O)c1ccccc1)c1ccccc1 (stereo not given)	1%	-7%	-9%	3%	-5%	0%	122
O=c1cc2c(nn1Cc1ccccc1Cl)-c1ccccc1CC2	5%	0%	-3%	-15%	10%	0%	-18
O=[N+]([O-])c1ccc([N+](=O)[O-])c(Nc2ccc(N3CCOCC3)cc2)c1	-2%	0%	?	-14%	-10%	?	13

Continued.
SMILES	LmPK inhibitor	TbPYK inhibitor	AmpC inh detg	AMA1 RON2 block	AmpC inh no detg	Sm TGR inh	HCMV antiviral
Cc1cc2nc(-c3ccc(NC(=O)c4cc5ccccc5o4)cc3)oc2cc1C	nt	1%	-6%	nt	nt	-2%	98
CC(C)(C)CN1CCNC(=O)C1CC(=O)N1CCOc2ccccc2C1 (stereo not given)	-1%	-5%	1%	1%	41%	40µM*	?
O=C(Nc1nnc(-c2ccc3c(c2)CCCC3)o1)C1CCCCC1	-1%	1%	-15%	121%[activator]	-26%	-1%	25
O=C(CN1CCN(C/C=C/c2ccccc2)CC1)NCc1ccccc1	3%	8%	-1%	-8%	49%	11%	-7
CCCc1cc(=O)oc2cc(C)cc(OC(C)C(=O)NCCN3CCOCC3)c12 (stereo not given)	6%	4%	4%	0%	68%[activator]	-20%	-4
Cc1ccc(S(=O)(=O)N(CC(O)Cn2c3ccccc3c3ccccc32)c2cccc(C(=O)N(C)C)c2)cc1 (stereo not given)	nt	2%	-3%	nt	nt	0%	-19
COc1ncccc1-c1cc2nc(NCCNC(C)=O)n(C)c(=O)c2s1	nt	-2%	nt	5%	nt	nt	10
COC(=O)C1CN(C(=O)C(C)Oc2cccc(C)c2C)c2ccccc2O1 (stereo not given)	2%	1%	1%	22%	70%	7%	66
CC1CCN(c2ccc(NC(=S)NC(=O)c3ccc(-c4cccc([N+](=O)[O-])c4)o3)cc2)CC1	6%	?	-2%	-2%	-31%	?	-19
CC1CC(C)CN(C(=O)COC(=O)CNC(=O)C23CC4CC(CC(C4)C2)C3)C1 (stereo not given)	nt	5%	-16%	6%	61%[activator]	-8%	-26
O=C(NCc1cccc(Cl)c1)N1CCN(S(=O)(=O)c2ccccc2F)CC1	-1%	-6%	-9%	2%	-17%	3%	13
CCOc1ccc(NC(=S)NC(=O)c2cccnc2)c([N+](=O)[O-])c1	1%	10%	2%	40%[activator]	-5%	0%	4
CC(=O)c1ccn(S(=O)(=O)c2ccccc2)c1	-1%	-12%	?	-17%	-7%	-4%	-20
COCCN(C(=O)COC(=O)CSc1cc(C)ccc1C)c1c(N)n(Cc2ccccc2)c(=O)[nH]c1=O	nt	-12%	nt	-1%	nt	nt	-31
c1ccc(Cn2nnnc2C(c2ccncc2)N2CCOCC2)cc1 (stereo not given)	0%	0%	-10%	7%	-28%	4%	5
Cc1cc(S(=O)(=O)NCc2ccccc2)ccc1OCC(=O)N1CCCC1	-5%	-5%	0%	-17%	-7%	2%	4
Cc1nnc(Oc2ccccc2)c2ccccc12	-5%	-6%	1%	-7%	-11%	6%	-1
COc1ccc(/C=C/C(=O)NC(=S)N2CCN(c3ccccc3OC)CC2)cc1	2%	-4%	6%	84%[activator]	2%	15%	77
O=C1CCN(Cl)C(=O)N1Cl	nt	-4%	nt	4%	nt	nt	-6
O=C(COc1ccccc1[N+](=O)[O-])OCCCOC(=O)COc1ccccc1[N+](=O)[O-]	2%	-1%	0%	-8%	-9%	8%	-6
Cc1cccc(N2CCN(C(=O)Cn3nc(Cc4ccncc4)c4ccccc4c3=O)CC2)c1C	nt	-2%	nt	-7%	nt	nt	-11
COc1ccc2c(CN3CCN(Cc4ccccc4)CC3)cc(=O)oc2c1	nt	-1%	nt	-6%	nt	nt	-31
COc1cccc(C(O)c2ncc(-c3ccccc3)[nH]2)c1 (stereo not given)	nt	2%	nt	-6%	nt	nt	-2
COc1ccc(NC(=O)c2ccc(NS(=O)(=O)c3cccc4cccnc34)cc2)cc1	2%	-3%	3%	7%	-42%	-11%	-34
Cc1ccc(C)c(SCC(=O)Nc2cccc(S(=O)(=O)NC3=NCCCCC3)c2)c1	-2%	-20%	-11%	-8%[2.32 µM]	-38%	-8%	-30
CN(c1ccccc1)S(=O)(=O)c1nnc(NC(=O)c2cccs2)s1	nt	4%	16%	nt	nt	0%	15
C=CCN(c1ccc(F)cc1)S(=O)(=O)c1cc(C(=O)OCC(=O)N(C)C2CCS(=O)(=O)C2)ccc1Cl (stereo not given)	3%	7%	-2%	19%	126%[activator]	-3%	-15
N#C/C(C(=O)N1CCCCC1)=C1\Nc2ccccc2S1	-2%	-8%	3%	24%	-31%	-1%	31
O=S(=O)(Nc1ccncc1Cl)c1ccc2ccccc2c1	-3%	7%	-7%	-7%	-32%	15%	18
COc1ccccc1-n1c(CNC(=O)c2ccco2)nnc1SCC(=O)Nc1ccc(F)cc1	2%	-16%	2%	1%	-1%	-17%	-11
CCSc1nnc2n(-c3cccc(C)c3)c(=O)c3c4c(sc3n12)CCCC4	nt	-2%	11%	nt	nt	-4%	-15
CCOc1ccc(NC(=O)c2cc(SC)ccc2Cl)cc1	0%	-3%	?	6%[2.32 µM]	-38%	-16%	?
Clc1ccccc1-c1nc(-c2ccccc2)n[nH]1	-24%	4%	-2%	-9%	-4%	-15%	74
Cc1noc(C)c1C(=O)OC(C)C(=O)Nc1ccc([N+](=O)[O-])cc1C(F)(F)F (stereo not given)	nt	-1%	nt	5%	nt	nt	-3
COc1cccc(/C=C/C(=O)OCC(=O)c2c[nH]c3ccccc23)c1OC	1%	-13%	-6%	-8%	-35%	0%	-17
CC(C)(C)NS(=O)(=O)c1ccc(CCC(=O)Nc2cc(Cl)ccc2Oc2ccccc2)cc1	10%	4%	-11%	4%	-20%	-8%	17
O=C(NCCCN1CCOCC1)c1ccc2c(c1)N(Cc1ccccc1)CCS2	2%	-2%	4%	-5%	172%[activator]	1%	-39
COC(=O)C1=C(c2ccc(OC)c(OC)c2)C[C@@H]2CC[C@H]1N2C(=O)NC1CCCCC1	nt	7%	5%	-3%	51%	-1%	-18
O=C(NCC1CCCO1)C1CCN(S(=O)(=O)c2ccc(Br)cc2)CC1 (stereo not given)	-4%	0%	1%	-10%	28%	-3%	31

Bioassay records deposited in PubChem BioAssay by National Center for Advancing Translational Sciences (NCATS).
